Source: PubChem BioAssay
Vc quorum ag: induces V. cholerae light production without autoinducers; 350,000 compounds, 0.16% hits; AID 588436; activation, % at 18.7 µM; V. cholerae BH1578 lux reporter, luminescence, 6 h; in the data active = activation mostly above about 9.7%, no sharp cut-off; note: not every result past the cut was called active; inactives centre near 0; reference of the scale not given here
Y pestis TopoI: Y. pestis Topo-I inhibition via cleavage products; 360,000 compounds, 0.064% hits; Y. pestis Topo-I cleavage product accumulation, plate reader; activity, % at 10 µM; in the data active = activity above about 50%, passing the limit was not always enough; note: inactives centre near 2
3CLpro inhibitor: SARS-CoV 3CLpro protease inhibition; P0C6X7; recombinant SARS-CoV 3CLpro, quenched FRET peptide cleavage; inhibition, % at 6 µM; 290,000 compounds, 0.14% hits; AID 1706; in the data active = inhibition above about 12%
SSB-PriA inh: K. pneumoniae PriA-SSBct interaction inhibition | AlphaScreen SSBct-PriA binding, biotinylated peptide | AID 1272365 | 430,000 compounds, 0.6% hits | inhibition, % at 33 µM; in the data active = inhibition mostly above about 37%, no sharp cut-off; inactive = mostly below about 20%;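 note: plate controls were negative control peptide for no effect and reference peptide for full effect; strong numbers were not always called active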
Anthrax LF prot: inhibitors of Bacillus anthracis lethal factor protease; multiplex microsphere protease cleavage assay, LF; inhibition, % at 10 µM; 360,000 compounds, 0.12% hits; note: plate controls were buffer without enzyme for full effect and enzyme alone for no effect
Target sequence (P15917 whole entry, looked up): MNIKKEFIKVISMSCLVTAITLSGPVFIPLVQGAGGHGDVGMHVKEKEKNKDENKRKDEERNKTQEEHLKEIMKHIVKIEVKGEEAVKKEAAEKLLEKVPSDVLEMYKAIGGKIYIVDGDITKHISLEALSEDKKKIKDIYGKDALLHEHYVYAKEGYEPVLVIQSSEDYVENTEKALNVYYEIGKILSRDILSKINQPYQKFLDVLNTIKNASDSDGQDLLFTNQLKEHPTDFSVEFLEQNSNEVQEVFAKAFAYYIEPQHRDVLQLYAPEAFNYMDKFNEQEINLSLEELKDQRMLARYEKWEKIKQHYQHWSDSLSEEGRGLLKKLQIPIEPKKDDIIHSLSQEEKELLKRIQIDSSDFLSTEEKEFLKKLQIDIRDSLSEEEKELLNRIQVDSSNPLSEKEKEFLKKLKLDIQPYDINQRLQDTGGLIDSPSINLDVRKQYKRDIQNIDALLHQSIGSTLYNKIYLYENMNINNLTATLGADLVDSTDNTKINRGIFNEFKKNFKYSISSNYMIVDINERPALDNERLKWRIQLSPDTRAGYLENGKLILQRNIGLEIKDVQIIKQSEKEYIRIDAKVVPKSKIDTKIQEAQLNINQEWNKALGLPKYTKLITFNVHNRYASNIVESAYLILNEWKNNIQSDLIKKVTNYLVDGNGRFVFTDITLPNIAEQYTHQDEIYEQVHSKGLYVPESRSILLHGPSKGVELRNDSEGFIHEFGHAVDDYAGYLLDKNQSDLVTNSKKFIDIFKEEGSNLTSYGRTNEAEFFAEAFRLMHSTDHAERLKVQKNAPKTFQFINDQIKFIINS
BoNT-A LC inh2: blocks Botulinum neurotoxin A light chain protease. 360,000 compounds, 0.17% hits. multiplex microsphere protease substrate cleavage, flow cytometry. inhibition, % at 10 µM; note: plate controls were buffer without enzyme for full effect and enzyme alone for no effect
CCHF vOTU inh: CCHFV vOTU protease inhibition | Pep-AMC fluorescence | inhibition, % at 11.5 µM | 370,000 compounds, 0.55% hits; in the data active = inhibition above about 30%; note: 0% = vehicle wells with enzyme and 100% = no enzyme wells
DUSP3 inh: inhibitors of human VHR1 phosphatase (DUSP3); recombinant VHR phosphatase, pNPP absorbance; inhibition, % at 13.3 µM; 290,000 compounds, 0.52% hits; in the data active = inhibition above about 50%; note: some compounds called inactive have numbers as strong as hits
Target sequence (P51452 whole entry, looked up): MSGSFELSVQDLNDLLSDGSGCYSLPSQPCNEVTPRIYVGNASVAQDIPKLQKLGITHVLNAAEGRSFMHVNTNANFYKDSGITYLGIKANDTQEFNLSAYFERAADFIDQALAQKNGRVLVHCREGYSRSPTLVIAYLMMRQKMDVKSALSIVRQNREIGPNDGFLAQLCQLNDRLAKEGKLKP
TcdB GH inh: blocks C. difficile toxin B glycohydrolase activity | TcdB glycohydrolase enzymatic assay, plate reader | inhibition, % at 9.99 µM | 350,000 compounds, 0.24% hits; in the data active = inhibition above about 10%
PfHsp40 yeast: compounds rescuing yeast from Plasmodium falciparum HSP40 toxicity | 340,000 compounds, 0.68% hits | growth rescue, % at 12.5 µM | S. cerevisiae expressing PfHsp40, growth rescue, ATP luminescence; in the data active = growth rescue above about 28%, passing the limit was not always enough;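 note: yeast W303a lacking pdr1 and pdr3 grown in galactose medium; growth measured after three days at 30 °C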
The depositor's hits bear a star; i = inactive; . = no result given; & = joins results of further samples. Cut-off read from the data, not from the text of the source, unless noted: active = inhibition above about 30%; inconclusive = no clear call, values can overlap the other calls; inactive = below that.

Values run as follows: Vc quorum ag	Y pestis TopoI	3CLpro inhibitor	SSB-PriA inh	Anthrax LF prot	BoNT-A LC inh2	CCHF vOTU inh	DUSP3 inh	TcdB GH inh	PfHsp40 yeast
O=C(C[C@H]1C[C@H](C(=O)N2CCCCC2)[C@@]2(CCc3ccccc3)c3[nH]c4ccc(Cl)cc4c3CCN2C1=O)NCCc1ccccn1
 : -3.9	10.1	.	4.9	3.7	-0.4	.	.	.	-0.6
COc1ccc(S(=O)Cc2ccc(C(=O)NC3CC3)o2)cc1 (stereo not drawn)
 : -0.4	7.4	-3.3	-3.3	-0.8	0.4	-7.4	-9.1	0.6	0.4
COc1ccc(N2CCN(C(CNC(=O)c3ccco3)c3cccnc3)CC2)cc1 (stereo not drawn)
 : 1.7	0.7	-2.2	10.4	-5.4	-0.6	0.0	18.9	.	-1.4
Cc1ccc(C)c(OCc2nc3ccccc3[nH]2)c1
 : i	13.7	6.2	-4.3	2.5	-1.1	-8.4	20.6	1.1	1.0
CCc1nc2ccc(C(=O)N3CCN(c4ccccc4)CC3)cn2c1N(C)CCCc1ccccc1
 : i	20.8	.	.	-5.7	-0.4	14.0	.	1.3	.
COc1ccc(-n2c(Cc3cccn3C)nnc2SCC(=O)Nc2ccc(F)cc2F)cc1
 : -0.2	17.3	6.3	-0.4	-5.4	-0.4	-1.8	-18.5	0.7	-0.7
NS(=O)(=O)c1cccc(NC(=O)c2cc3ccccc3o2)c1
 : -0.2	0.8	3.1	-1.7	2.8	-1.5	15.3	7.3	1.9	-0.7
CN(C)S(=O)(=O)n1cc(/C=C(\NC(=O)c2ccccc2Cl)C(=O)NCCN2CCOCC2)c2ccccc21
 : -0.9	7.5	-4.7	-7.7	2.1	-0.4	21.9	23.9	-4.5	-0.5
Cc1nn(C(C)c2n[nH]c(=S)n2-c2cccc(Cl)c2)c(C)c1[N+](=O)[O-] (stereo not drawn)
 : 14.3	1.8	0.9	-4.4	-8.2	3.5	-2.9	-9.4	.	-0.3
COc1ccc(CCNS(=O)(=O)c2ccc3c(c2)CCCC3)cc1OC
 : -0.7	20.2	.	-13.1	10.4	1.7	-1.7	.	1.8	0.9
C=CCCC(=O)Nc1nc(C)c(-c2csc(Nc3cc(Cl)ccc3OC)n2)s1
 : -0.4	-22.9	7.5	-5.3	-4.4	-0.1	-1.4	9.6	0.5	1.5
COc1ccc2cc3cc(C(=O)NCCN4CCN(c5ccccc5F)CC4)oc3nc2c1
 : 5.0	0.4	-0.6	-1.0	-0.3	0.6	-88.7	39.1	.	-0.3
Cc1cc(C)cc(NC(=S)N=Nc2c(O)n(C)c3ccc(S(=O)(=O)N4CCOCC4)cc23)c1
 : i	5.4	1.8	-4.1	15.2	36.8*	1.6	17.6	0.7	-1.0
CCOC(=O)C1=C(CC)Nc2ccccc2N=C1NC(=O)Cn1cnc2ccccc2c1=O
 : -0.3	5.4	-4.7	-12.7	0.7	-1.0	-5.6	-6.0	.	-0.8
O=C(Nc1ccc(Br)c2ccccc12)c1ccc2ccccc2c1O
 : i	-23.4	7.3	2.4	7.7	1.8	-0.9	13.3	0.6	-1.6
Cc1cc(-c2nn(-c3ccccc3F)cc2CNCCc2cnc[nH]2)c(C)s1
 : i	-2.2	0.5	12.5	-6.7	-1.4	-11.5	13.4	1.8	-1.6
COc1ccc(-c2nc(CS(=O)(=O)CC(=O)NCc3cccc(F)c3)c(C)o2)cc1
 : -0.2	23.7	-7.2	-7.2	-18.2	-1.2	4.2	-2.4	0.1	1.2
Cc1cc(C)cc(Nc2ccc([N+](=O)[O-])nc2[N+](=O)[O-])c1
 : i	-5.8	2.2	-7.9	-3.3	0.2	3.6	23.7	.	0.6
O=C(N/N=C1\CCCc2ccccc21)C(O)c1ccccc1 (stereo not drawn)
 : i	-3.2	0.3	.	1.2	2.2	-8.2	17.8	.	1.0
Cc1cc(N2C(=O)C(O)=C(C(=O)c3cc4ccccc4o3)C2c2cccc(Cl)c2)no1 (stereo not drawn)
 : i	28.5	-0.6	5.8	2.5	-1.1	26.9	-25.2	1.9	-0.2

Complete entries, looked up by structure. Order of screens: Vc quorum ag	Y pestis TopoI	3CLpro inhibitor	SSB-PriA inh	Anthrax LF prot	BoNT-A LC inh2	CCHF vOTU inh	DUSP3 inh	TcdB GH inh	PfHsp40 yeast
COc1ccc(-c2nc(CS(=O)(=O)CC(=O)NCc3cccc(F)c3)c(C)o2)cc1 is listed as -0.2	23.7	-7.2	-7.2	-18.2	-1.2	4.2	-2.4	0.1	1.2
CN(C)S(=O)(=O)n1cc(/C=C(\NC(=O)c2ccccc2Cl)C(=O)NCCN2CCOCC2)c2ccccc21 is listed as -0.9	7.5	-4.7	-7.7	2.1	-0.4	21.9	23.9	-4.5	-0.5
O=C(Nc1ccc(Br)c2ccccc12)c1ccc2ccccc2c1O is listed as i	-23.4	7.3	2.4	7.7	1.8	-0.9	13.3	0.6	-1.6
Cc1nn(C(C)c2n[nH]c(=S)n2-c2cccc(Cl)c2)c(C)c1[N+](=O)[O-] (stereo not drawn) is listed as 14.3	1.8	0.9	-4.4	-8.2	3.5	-2.9	-9.4	.	-0.3
COc1ccc(S(=O)Cc2ccc(C(=O)NC3CC3)o2)cc1 (stereo not drawn) is listed as -0.4	7.4	-3.3	-3.3	-0.8	0.4	-7.4	-9.1	0.6	0.4

Next records follow:
Values run as follows: Vc quorum ag	Y pestis TopoI	3CLpro inhibitor	SSB-PriA inh	Anthrax LF prot	BoNT-A LC inh2	CCHF vOTU inh	DUSP3 inh	TcdB GH inh	PfHsp40 yeast
CCN(CCCNC(=O)CCCn1c(=O)[nH]c2ccccc2c1=O)c1cccc(C)c1
 : -11.1	4.6	3.7	4.5	-7.3	0.0	-5.6	23.5	.	-0.5
CCOc1ccc(NC(=O)N2CCC(NC(=O)C(Cc3ccccc3OC)NC(C)=O)CC2)cc1 (stereo not drawn)
 : i	2.0	-3.5	-0.9	-7.0	0.1	7.4	2.2	-2.0	0.2
CC(=O)N1C(=O)C2(Nc3ccccc3N2)c2ccccc21
 : i	6.8	1.9	6.2	-3.4	-0.8	14.4	-10.5	.	-1.0
Cc1cnc(C(=O)OCC(=O)NC23CC4CC(CC(C4)C2)C3)cn1
 : -0.2	4.0	7.2	-7.3	0.8	1.1	6.8	2.4	0.5	0.5
CCN(Cc1ccccc1)C(=O)CCS(=O)(=O)c1ccc2c(c1)oc(=O)n2C
 : -0.4	-11.1	-3.5	-4.2	0.5	0.5	13.4	-5.0	1.3	0.0
COc1ccc(Cc2nnc3n2N=C(c2cc4ccccc4o2)CS3)cc1OC
 : -5.9	54.2*	-2.6	2.1	4.8	2.6	6.1	.	.	6.3
Cc1ccc(/C=N\n2c(-c3ccccc3)n[nH]c2=S)s1
 : 1.8	3.0	2.5	.	-1.5	-0.6	1.4	9.6	.	0.3
Cc1cccc(-c2noc(CNC(=O)c3ccoc3C)n2)c1
 : -7.7	-3.6	-0.9	2.4	0.2	3.1	-3.5	-4.0	-0.2	0.8
COc1cccc(N2CCN(C(=O)CN(c3ccc(C)cc3)S(=O)(=O)c3c(C)n[nH]c3C)CC2)c1
 : -0.4	10.8	-1.4	11.8	-1.9	-1.2	-1.7	33.5	1.6	0.8
COc1cccc(-c2cc(C(=O)N3CCN(Cc4ccc5c(c4)OCO5)CC3)on2)c1
 : -0.4	17.7	0.4	1.8	-5.9	-1.3	15.9	21.2	0.3	1.0
Cc1nn(-c2ccccc2)c2sc(C(=O)OC3CCOC3=O)cc12 (stereo not drawn)
 : -5.9	0.8	3.7	-4.0	.	.	-8.6	-9.6	.	-0.9
CC(C)NC(=O)N(C)C[C@H]1Oc2ccc(NC(=O)Nc3ccc4c(c3)OCO4)cc2C(=O)N([C@H](C)CO)C[C@@H]1C
 : -1.4	-6.1	.	18.1	-11.0	0.4	-1.6	.	0.0&-0.3	-1.1
CN(Cc1nc(-c2cnccn2)no1)Cc1n[nH]c2c1CCCCC2
 : -3.6	-8.0	-2.3	6.4	-7.6	-0.6	-3.4	-27.6	1.4	-0.5
CN(Cc1cccc(-n2cccn2)c1)Cc1cn(C)nc1-c1ccccc1F
 : i	5.8	2.6	-12.7	-0.5	0.1	8.3	19.8	0.2	-0.1
CC(=O)OC(COc1ccc(F)cc1)Cn1cnc2ccccc21 (stereo not drawn)
 : -0.5	7.6	1.4	-7.0	-2.1	-2.1	-3.4	15.1	1.6	0.4
O=C(Nc1ncccc1O)c1ccc(Cl)c(S(=O)(=O)N2CCCCCC2)c1
 : i	6.7	.	2.4	-2.2	0.5	-3.0	.	0.9	1.5
c1cc2c3c(cccc3c1)NC1(CCCCCC1)N2
 : -0.3	-5.1	1.3	4.6	-45.7	0.7	5.5	5.4	.	-1.5
Cc1cc[n+]2n1CC(O)C2 (stereo not drawn)
 : -0.4	-3.1	2.2	-10.5	4.5	1.2	-8.4	17.2	-1.3	-0.7
CC1=C(C(=O)N(C)C)CC(CC(=O)NCCCN(C)C)C(=O)N1Cc1ccc(F)cc1 (stereo not drawn)
 : .	.	.	.	1.2	-0.6	-2.9	.	0.9	.
Cc1cc(C)c(NC(=O)CN2C(=O)NC3(CCCc4ccccc43)C2=O)c(Cl)c1 (stereo not drawn)
 : i	-3.2	.	-13.3	3.0	5.2	12.9	.	0.1	1.1
Cc1ccc(Nc2ccc([N+](=O)[O-])ccc2=O)cc1
 : -0.4	38.0	.	2.0	-52.4	-30.6	-1.5	.	0.9	0.5
Cc1ccsc1C1C(C#N)=C(N)OC2=C1C(=O)CC(C)(C)C2 (stereo not drawn)
 : i	0.6	-0.6	-10.2	-8.1	-0.8	8.6	14.4	1.7	0.4
O=C1NC(SCCCF)=N/C1=C/c1ccc(-n2cncn2)cc1
 : -2.6	-2.8	4.8	-2.5	4.8	1.6	2.0	-11.0	0.6	0.2
CCOc1ccc(-n2ccnc(SCC(=O)NCCc3ccccc3)c2=O)cc1
 : i	12.6	.	-8.6	6.2	5.6	-4.5	.	0.7	4.4
Cc1ccc(S(=O)(=O)N2CCN(C(=O)N(c3ccccc3)c3ccccc3)CC2)cc1
 : -0.5	34.4	-1.6	4.4	-7.2	-0.8	-13.6	17.5	.	0.9
O=C(CCc1nnc(Cc2ccc(-c3ccccc3)cc2)o1)NCCc1ccccn1
 : -0.2	35.0	0.5	-4.7	0.3	0.0	5.9	-1.3	0.1	0.1
O=C(NC(NCC1CCCO1)C(Cl)(Cl)Cl)c1cccc2ccccc12 (stereo not drawn)
 : -1.7	-2.8	5.8	-10.6	4.3	0.1	-4.5	9.1	.	0.3
CCOC(=O)c1sc(N2C(=O)C(O)=C(C(=O)c3ccc(C)o3)C2c2cccc([N+](=O)[O-])c2)nc1C (stereo not drawn)
 : -0.3	15.0	5.3	-3.4	0.3	2.0	12.0	0.3	0.2	-0.8
O=C1CCC(=O)N1CN(Cc1ccco1)CN1C(=O)CCC1=O
 : -7.7	3.2	-2.1	-18.5	1.1	-0.6	16.6	21.4	.	-0.3
Cn1c(=O)c2c(O)cc(=O)[nH]c2n(-c2ccccc2)c1=O
 : 0.2	-5.3	5.5	3.5	-2.5	-0.3	10.7	25.0	-0.6	-0.8
COc1ccc(OCCNc2c([N+](=O)[O-])c(=O)oc3ccccc23)cc1
 : -0.3	-12.0	1.2	0.5	-4.0	0.1	-11.1	8.5	0.2	0.7
Cc1ccn2c(=O)nc(SCC(=O)N3CCCc4ccccc43)nc2c1
 : i	1.2	.	-15.6	-2.4	1.2	-6.1	.	-1.3	0.9
Oc1cccc2ccc(Nc3ccccn3)nc12
 : -0.2	-10.9	0.9	102.5*	33.7*	10.0	-2.7	1.8	.	240.1*
O=C(Nc1ccc2[nH]ncc2c1)c1ccccc1Cl
 : -0.4	-6.5	4.9	-1.3	-13.3	-0.3	7.7	12.6	0.9	-2.2

A portion of the library, so the mix of outcomes need not match the whole.
